# Mito fusion yeast = mitochondrial division inhibition or fusion activation; S. cerevisiae fusion-defective mutant growth rescue, CellTiterGlo 48 h; Potency, µM (titrated, usually from 46.1 µM), for the others: top-dose growth rescue (activation), actives largely listed as activators; hit rate 0.23% among 320,000;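 further: potency means the concentration at half of the fitted maximal effect; % of control where 0% means no effect; nearly all actives have a fitted effect of over 45% in size; temperature-sensitive fusion mutants such as fzo1-1 at 37 °C on non-fermentable ethanol glycerol medium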
#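 S. cerevisiae fusion-defective temperature-sensitive mutants (e.g. fzo1-1, mgm1-5) grown 48 h at 37C in YPEG (ethanol/glycerol non-fermentable) medium with 23 nl compound per well; growth rescue read as CellTiterGlo luminescence.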
# MBNL1 CUG block = inhibitors of human MBNL1 binding to CUG repeat RNA; TR-FRET MBNL1-His/biotin-(CUG)12 binding, 665/545 ratio; Potency, µM (highest dose often 57.5 µM), inactives show at the highest dose activity change, negative = inhibition, actives largely listed as inhibitors; hit rate 0.036% among 280,000; active means well fitted inhibition curve with a large enough effect in the signal ratio, with a control signal flat, not every such curve was filed as active; inconclusive means small, poorly fitted or top-dose-only effect, or effect the other way, or a change in a side signal; inactive means no such curve, though single readings can be large or run the other way; the % refers to the signal ratio; further: potency means the concentration at half of the fitted maximal effect; on the % scale 0 is the no-effect control and ±100 the full control effect
# Target sequence (Q9NR56 whole entry, looked up): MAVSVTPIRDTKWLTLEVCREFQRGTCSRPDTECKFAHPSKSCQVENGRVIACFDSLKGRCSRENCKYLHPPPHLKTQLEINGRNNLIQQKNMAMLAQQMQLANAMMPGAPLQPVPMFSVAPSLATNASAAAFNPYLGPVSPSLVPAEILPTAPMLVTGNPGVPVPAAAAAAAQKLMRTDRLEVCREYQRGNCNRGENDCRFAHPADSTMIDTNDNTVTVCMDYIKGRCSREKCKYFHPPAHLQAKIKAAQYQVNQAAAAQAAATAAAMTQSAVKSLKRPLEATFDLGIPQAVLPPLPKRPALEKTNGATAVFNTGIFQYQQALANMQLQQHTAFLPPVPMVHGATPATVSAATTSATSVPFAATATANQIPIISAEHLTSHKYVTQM
#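 Compounds (final 92 nM to 58 uM) are added to His-tagged MBNL1 and biotin-(CUG)12, then terbium anti-His antibody and streptavidin-XL665 (5 nM final). After 60 min at room temperature, the 665/545 nm ratio is read.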
# VP16 counter = counter-screen for ROR gamma inhibitors: Gal4-VP16 reporter; Drosophila S2 Gal4-VP16 UAS-luciferase, luminescence, 20 h; Potency, µM (top dose mostly 53.6 µM), without a hit: at the top dose activity, negative = inhibition, hits mostly inhibitors; hit rate 3.5% among 310,000;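 further: Gal4-VP16 expression switched on by copper sulfate through the metallothionein promoter; potency means the concentration at half of the fitted maximal effect; on the % scale 0 is the no-effect control and ±100 the full control effect; nearly all actives have a fitted effect of over 50% in size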
# NPC1 prom act = activators of NPC1 promoter | AID 485313 | hit rate 2.4% among 320,000 | Huh7 NPC1 promoter luciferase reporter, 24 h | Potency, µM (top dose mostly 9.22 µM), inactives show at the top dose activation, actives largely listed as activators;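 further: potency means the concentration at half of the fitted maximal effect; % of control where 0% means no effect; nearly all actives have a fitted effect of over 60% in size; reporter is driven by a mutant NPC1 promoter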
#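 Luminescence from an NPC1 promoter-driven luciferase reporter in stably transfected Huh7 cells was measured after 24 h compound treatment at 37 °C, followed by 10 min ambient incubation with luciferase detection reagent.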
# Menin-MLL TR inh = displaces Texas Red mutant MLL peptide from human menin. O00255. Menin + Texas Red MLL mutant peptide, fluorescence polarization. Potency, µM (series often up to 61.6 µM), inactives show top-dose FP activity change, negative = inhibition, usual class: inhibitors. hit rate 0.23% among 270,000. AID 1768; active means well fitted inhibition curve with a large enough effect in the polarisation, with a control signal flat, not every such curve was filed as active; inconclusive means small, poorly fitted or top-dose-only effect, or effect the other way, or a change in a side signal; inactive means no such curve, though single readings can be large or run the other way; the % refers to the polarisation; further: potency means the concentration at half of the fitted maximal effect; % of control where 0% means no effect; many of its hits are not listed in these tables
# FLuc counter = inhibits or activates purified firefly luciferase, miR-21 counter-screen | hit rate 6.9% among 360,000 | P08659 | AID 588342 | purified FLuc, Km substrates, luminescence inhibition | Potency, µM (highest dose often 57.5 µM), without a hit: top-dose activity change, negative = inhibition, actives largely listed as inhibitors;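 further: potency means the concentration at half of the fitted maximal effect; plate controls were vehicle for no effect and reference inhibitor for full effect; nearly all actives have a fitted effect of over 55% in size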
# Target sequence (P08659 whole entry, looked up): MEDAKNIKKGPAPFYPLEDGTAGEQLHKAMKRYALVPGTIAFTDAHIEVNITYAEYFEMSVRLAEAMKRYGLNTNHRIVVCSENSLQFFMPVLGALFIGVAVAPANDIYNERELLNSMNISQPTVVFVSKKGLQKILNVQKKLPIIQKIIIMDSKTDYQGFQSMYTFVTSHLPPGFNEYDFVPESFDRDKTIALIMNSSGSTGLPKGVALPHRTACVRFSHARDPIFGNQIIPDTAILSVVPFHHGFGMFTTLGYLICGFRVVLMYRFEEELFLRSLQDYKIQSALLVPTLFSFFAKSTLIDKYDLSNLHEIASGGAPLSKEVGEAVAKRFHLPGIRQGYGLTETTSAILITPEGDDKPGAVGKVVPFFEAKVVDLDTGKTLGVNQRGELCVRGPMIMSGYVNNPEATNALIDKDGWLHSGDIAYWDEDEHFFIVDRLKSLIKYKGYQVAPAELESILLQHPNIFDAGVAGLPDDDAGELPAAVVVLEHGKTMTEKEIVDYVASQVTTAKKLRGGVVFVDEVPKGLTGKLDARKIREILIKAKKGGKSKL
#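 Purified P. pyralis luciferase (10nM final) with 10uM D-luciferin and 10uM ATP (Km levels) in 50mM Tris acetate pH 7.5, 10mM Mg acetate, 0.01% Tween-20, 0.05% BSA; qHTS 6-point titration, ~60 µM downward; luminescence read.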
# Rab9 promoter act = activates the Rab9 promoter. hit rate 2.8% among 320,000. Huh7 Rab9 promoter-luciferase reporter, luminescence, 24 h. Potency, µM (doses to about 9.22 µM), for the others: top-dose activation, negative = inhibition, most hits filed as activators; further: potency means the concentration at half of the fitted maximal effect; % of control where 0% means no effect; nearly all actives have a fitted effect of over 60% in size
#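 Steps: seed 1500 Huh7 Rab9-luc cells per well, rest 2 h at 37 °C; add compound in DMSO; incubate 24 h; add luciferase reagent, 10 min ambient; read luminescence.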
# PKM2 act = activators of human pyruvate kinase M2. Potency, µM (series often up to 57.5 µM), inactives show top-dose activation, most hits filed as activators. purified PKM2, Kinase-Glo ATP luminescence, activation; response scale: 0% is enzyme alone, no compound. AID 1631. hit rate 0.34% among 260,000. P14618; further: potency means the concentration at half of the fitted maximal effect; on the % scale 0 is the no-effect control and ±100 the full control effect; nearly all actives have a fitted effect of over 55% in size
#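 Kinase-Glo luminescence reports ATP generated from ADP (0.1 mM) and PEP (0.5 mM) by purified hPK-M2 after 1 h at room temperature, pH 7.2 imidazole buffer; intermediate enzyme activity allows detecting inhibitors and activators.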
# ELG1 DNA repair = inhibitors of ELG1-dependent DNA repair in HEK293T cells | AID 504467 | hit rate 2.3% among 330,000 | Potency, µM (highest dose often 46.1 µM), without a hit: at the top dose activity change, negative = inhibition, hits mostly inhibitors | HEK293T ELG1-luciferase reporter, luminescence, 16 h; DNA damage induced by 5-fluorouridine; further: potency means the concentration at half of the fitted maximal effect; on the % scale 0 is the no-effect control and ±100 the full control effect; nearly all actives have a fitted effect of over 55% in size
#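 5-Fluorouridine DNA damage + compound/DMSO, 2,000 cells/well, 16 h, 37 °C/5% CO2. ONE-Glo, 30 min RT, luminescence. Readout = decrease in reporter signal.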
# KCNH2 3.1 inh = blocks the human KCNH2 3.1 channel isoform | U2OS KCNH2 3.1, thallium flux FluxOr; stronger effect = lower value | activity change, % (tested at about 1.8 µM) | hit rate 0.95% among 340,000 | AID 720553;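 active means maximum activity change below -70%; inconclusive means maximum activity change from -70% to -50%; inactive means maximum activity change above -50%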;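 further: thallium influx rate constant from kinetic fluorescence after stimulation buffer; on the % scale 0 is the no-effect control and ±100 the full control effect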
#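 Thallium flux via FluxOr fluorescence (Red40 quencher, 45 min loading) in U2OS cells virally expressing the KCNH2 3.1 isoform (1.77 x 10^8 /mL virus, overnight at 37 C). Rate constants from 2-min kinetic reads post-stimulation, normalised to positive and negative controls.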
# RORgamma inh = inhibitors of mouse ROR gamma transcriptional activity; P51450; Drosophila S2 Gal4-RORgamma UAS-luciferase reporter, 20 h; Potency, µM (top dose mostly 53.6 µM), for inactives: at the highest dose activity change, negative = inhibition, actives largely listed as inhibitors; hit rate 5.4% among 310,000; AID 2551; further: potency means the concentration at half of the fitted maximal effect; on the % scale 0 is the no-effect control and ±100 the full control effect; nearly all actives have a fitted effect of over 60% in size
#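 Compounds are pin-transferred onto Drosophila Schneider cells expressing a copper-inducible Gal4–ROR gamma transactivation domain fusion. After 1 hr, copper sulfate is added to 700 uM final; luciferase is read 20 hr later.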
# Starred values were filed as active, the others as inactive; ? = inconclusive; · = not tested or not shown; & = joins results of further samples; [ ] = dose if it differs, or a comment. Unless noted, the call rests on the fitted dose curve; in most records, active means well fitted curve in the direction sought with a large enough effect; inconclusive means small, poorly fitted or top-dose-only effect, or another doubt; inactive means no such curve, though single readings can be large; an effect the other way counts as inactive or inconclusive. These rows are one share of the data; the hit share may differ from the screen's.
SMILES,Mito fusion yeast,MBNL1 CUG block,VP16 counter,NPC1 prom act,Menin-MLL TR inh,FLuc counter,Rab9 promoter act,PKM2 act,ELG1 DNA repair,KCNH2 3.1 inh,RORgamma inh
CCN(Cc1ccccc1)C(c1ccc(Cl)cc1)c1nnnn1C(C)(C)C (stereo not given),-6%,-2%,?,2%,-11%,7%,-11%,8%,-11%,-25,?
O=C1NC2(CCCCCC2)C(=O)N1Cc1cccc(Cl)c1,-2%,1%,2%,2%,-10%,-11%,-1%,·,-1%,-1,5%
COc1ccc(-c2nnc3ccc(SCc4ccccc4)nn23)cc1,?,2%,-14%,2%,?,6%,-2%,6%,?,2,19%
c1ccc(CC[C@@H]2CC[C@@H](CCc3ccccc3)N2)cc1,14%,·,·,-4%,·,2%,-4%,·,13%,-49,·
O=C(CSc1nnc(COc2cccc3ccccc23)o1)N1CCN(C(=O)c2ccco2)CC1,-3%,?,0%,-3%,19%,0%,-10%,8%,-10%,-4,-6%
CC#CCCc1nc2ccccc2c(=O)n1N,-3%,-11%,4%,-2%,-19%,-2%,0%,4%,8%,-20,-5%
N#Cc1ccc(OCC(=O)Nc2ccc(N3CCCC3)cc2)cc1,-4%,·,·,-2%,·,6%,3%,·,27%,-2,·
O=S1(=O)N=C2CCCCCN2C(c2ccc(Cl)cc2)N1 (stereo not given),-2%,-8%,-11%,-5%,-11%,-3%,15%,-21%,11%,5,21%
CCOC(=O)CSc1nnc(CNC(=O)c2ccc(S(=O)(=O)N(C)C)cc2)n1C,-2%,-4%,7%,-3%,1%,-2%,-10%,-9%,4%,10,2%
Cn1c(=O)c2c(c3ccccc31)OC(C)(C)CC2,28%,·,?,1%,-13%,-1%,0%,2%,1%,5,-5%
COc1ccc(/C=C/C(=O)OCC(=O)Nc2ccc(C)cc2)cc1S(=O)(=O)N1CCOCC1,1%,?,-2%,-3%,14%,4%,4%,0%,5%,-11,12%
CCCCn1c(SCc2nc3ccccc3s2)nc2ccccc2c1=O,-3%,-10%,5%,-2%,-14%,-1%,-4%,-6%,-13%,17,-7%
CCc1cccc(CC)c1NC(=O)c1ccc(-n2cncn2)nc1,0%,-4%,-7%[10 µM],-8%,9%,4%,-1%,0%,0%,-2,3%
Cc1sc2ncnc(N3CCC(C(=O)Oc4cccc(Cl)c4Cl)CC3)c2c1C,0%,·,-5%,-11%,-16%,-1%,-2%,0%,2%,11,-2%
CCCNC(=O)NC1C(NC(=O)NCCC)N(C)C(=O)N1C (stereo not given),-3%,2%,1%[0.365 µM],-5%,8%,18%,3%,-1%,26%,-3,41%
Cc1sc2nc(N3CCOCC3)[nH]c(=O)c2c1-c1ccccc1,-8%,-6%[11.5 µM],-12%,1%,-2%,4%,-3%,0%,-5%,5,0%
COc1ccc(C2C(C(=O)N3CCOCC3)=C(C)NC3=C2C(=O)CC(C)(C)C3)cc1O (stereo not given),-3%,-5%,8%,-2%,11%,6%,-3%,3%,13%,-1,-12%
COC(=O)C1CCN(C(=O)Cc2ccccc2OC)CC1,8%,-3%,0%,1%,3%,-2%,-9%,-4%,16%,8,0%
CC(C)CN(CC(C)C)C(=O)CS(=O)(=O)Cc1ccccc1,-3%,-9%,0%,1%,-4%,1%,0%,4%,?,8,?
CCCCN(C)Cc1c(C)[nH]c2ccc(C)cc2c1=O,4%,2%,-4%,-2%,24%,1%,2%,-8%,-1%,20,-14%
COc1cc(NC(=S)N2CCOCC2)c(OC)cc1Cl,-2%,-1%,-11%,-9%,·,-1%,-5%,-22%,12%,8,9%
COc1ccc(-c2oc(NC(=O)CCl)c(C#N)c2-c2ccc(OC)cc2)cc1,-7%,19%,?,-12%,10%,8%,-1%,3%,?,-8,?
CN(C)S(=O)(=O)Oc1ccccc1C(=O)Nc1cccc(C(F)(F)F)c1,0%,5%,-1%,3%,18%,1%,-4%,-1%,-1%,1,0%
O=C(CSc1ccccc1)Nc1nnc(C2CC2)s1,0%,6%,-2%,0%,7%,0%,17%,2%,5%,2,-2%
CC(C)NC(=S)N1CCN(Cc2ccc3c(c2)OCO3)CC1,-1%,-2%,1%,-6%,2%,-1%,-5%,-3%,6%,4,3%
Cc1cc(C)c2c(N)c(-c3nnc(SCc4ccc(Cl)cc4)n3C)sc2n1,2%,6%,-1%,-2%,·,-2%,-8%,-2%,-13%,-26,23%
CCCOc1ccc(CCc2n[nH]c(=S)n2-c2ccccc2)cc1,1%,-6%,-18%[10 µM],-2%,-10%,-9%,-5%,0%,-20%,-74*,2.8µM*
COc1ccc(NS(=O)(=O)c2ccc(N3CCOCC3)c(NC(=O)C(C)C)c2)cc1,-8%,-6%,-13%,-13%,17%,-3%,-2%,-2%,-10%,2,30%
CC(C(=O)Nc1ccccn1)N1C(=O)C2C3C=CC(C3)C2C1=O (stereo not given),1%,-2%,-1%,4%,6%,-1%,-3%,6%,6%,2,1%
Cc1ccc(-c2cc(C(=O)Nc3cccc(S(=O)(=O)N(C)C)c3)c3ccccc3n2)o1,-7%,28%,0%,-6%,30%,9.5µM*,16%,?,?,-26,-2%
O=C(NC1CCCc2ccccc21)c1ccc([N+](=O)[O-])cc1 (stereo not given),3%,?,26%,-1%,?,-2%,6%,1%,13%,4,0%
N#C/C(=C\c1ccc(OCc2ccccc2)cc1)C(=O)Nc1nc2c(s1)CCN(Cc1ccccc1)C2,1%,-2%,4%,-20%,?,4%,-10%,-1%,?,2,?
CC(=O)NC1C(=O)N=C(SCC(=O)NC(C)c2ccccc2)NC1=O (stereo not given),1%,-7%,0%,-3%,-6%,4%,-2%,5%,14%,-7,0%
O=S(=O)(NC1CCN(S(=O)(=O)c2ccc3c(c2)OCCO3)C1)c1c(F)cccc1F (stereo not given),3%,·,·,-1%,·,0%,-2%,·,?,·,·
COCc1cc(C)nc(SCC(=O)N2CCC(C)CC2)c1C#N,-3%,3%,10%,1%,-22%,-21%,-1%,-7%,-6%,9,14%
CCCCCCN(C(=O)CCl)c1ccccc1,-3%,-6%,?,-46%[inhibitor],·,-1%,-52%[inhibitor],-10%,?,2,?
O=C(CSc1nnc(-c2cccnc2)o1)Oc1ccccc1,3%,11%,-5%,4%,-5%,-2%,12%,-9%,?,8,-14%
COc1ccc(-c2csc(NC(=O)CS(=O)(=O)c3ccc(F)cc3)n2)cc1OC,-18%,·,·,-5%,·,0%,-6%,·,?,3,·
COc1ccccc1NC(=O)CSc1nnc(-c2ccccn2)n1Cc1ccco1,17%,-5%,?,7%,1%,-8%,0%,-7%,0%,-10,?
Cc1ccc(S(=O)(=O)N(CC(=O)N2CCCCC2)c2cccc(C)c2)cc1,8%,-2%,2%,-6%,-1%,4%,-3%,-1%,-8%,12,-11%
O=C(NCCS(=O)(=O)N1CCC2(CC1)OCCO2)c1ccccc1,2%,·,·,2%,·,-2%,-3%,·,?,7,·
O=C(C(=O)N1CCN(c2ccccc2F)CC1)c1cn(CC(=O)N2CCOCC2)c2ccccc12,3%,0%,-5%,-4%,1%,7%,-9%,1%[0.46 µM],-3%,-9,?
COc1ccc(Cl)cc1NC(=O)C/C(C)=N/NC(=O)CC#N,9%,-8%,-7%,-2%,13%,-2%,-4%,3%,6%,11,3%
O=C(CC1C(=O)N(c2ccccc2)C(=S)N1c1ccccc1)c1ccc(Br)cc1 (stereo not given),28%,-4%,2%,0%,?,1%,-2%,5%,-2%,3,35%
CCSc1ccc([C@@H]2[C@H]3C(=O)N(C)C(=O)[C@H]3[C@]3(C(=O)OC)CCCCN23)cc1OC,29%,·,·,0%,·,-5%,0%,·,?,10,·
CCOc1cc(NC(=S)NCCOC)c(OCC)cc1NC(=O)c1ccco1,-10%,0%,?,-9%,-6%,-2%,2%,2%,?,10,13µM*
C#CC(=O)N(c1cc(OC)ccc1OC)C(C(=O)NC1CCCC1)c1cccs1 (stereo not given),-9%,-9%,7.1µM*,-47%[inhibitor],?,-12%,-49%[inhibitor],3%,23µM*,-10,4.5µM*
CCc1ccccc1NC(=O)Cn1nc(C(F)(F)F)c2c1CCC2,2%,-6%,-7%,-6%,-1%,-7%&2%,0%,2%,0%,0,?

# High-throughput results as filed in PubChem BioAssay.
